# APOBEC3A inh: blocks human APOBEC3A ssDNA deamination | P31941 | recombinant A3A, FAM/TAMRA ssDNA deamination fluorescence | inhibition, % at 20 µM | 330,000 tested, 0.41% active | AID 493011;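 active = at least 40% inhibition at 20 µM here, with at most 30% in a related deaminase screen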;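 also: plate controls were A3A with DMSO for no effect and wells lacking A3A enzyme for full effect; some results filed as inactive read as strong as hits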
# Target sequence (P31941 whole entry, looked up): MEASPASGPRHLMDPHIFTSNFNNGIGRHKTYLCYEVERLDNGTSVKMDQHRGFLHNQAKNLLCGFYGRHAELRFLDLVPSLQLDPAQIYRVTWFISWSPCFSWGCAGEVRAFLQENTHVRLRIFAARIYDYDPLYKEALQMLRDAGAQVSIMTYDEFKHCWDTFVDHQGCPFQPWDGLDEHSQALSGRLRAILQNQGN
# ATG4B inhibitor: inhibitors of human ATG4B cysteine protease; AID 504462; ATG4B cleavage of LC3-PLA2, NBD-HPC fluorescence, 1 h; inhibition, % at 8.33 µM; Q9Y4P1; 340,000 tested, 0.51% active; in the data active = inhibition above about 40%
# Target sequence (Q9Y4P1 whole entry, looked up): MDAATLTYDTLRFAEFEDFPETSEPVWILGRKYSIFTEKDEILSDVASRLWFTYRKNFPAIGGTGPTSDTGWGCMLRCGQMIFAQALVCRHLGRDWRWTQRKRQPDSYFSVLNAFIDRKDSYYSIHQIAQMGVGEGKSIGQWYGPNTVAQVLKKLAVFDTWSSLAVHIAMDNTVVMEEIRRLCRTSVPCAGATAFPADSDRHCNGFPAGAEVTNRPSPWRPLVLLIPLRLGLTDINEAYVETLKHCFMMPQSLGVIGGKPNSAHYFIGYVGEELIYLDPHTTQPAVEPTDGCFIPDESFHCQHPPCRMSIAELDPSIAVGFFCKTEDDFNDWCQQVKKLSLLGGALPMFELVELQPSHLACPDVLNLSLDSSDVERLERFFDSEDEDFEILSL
# MPTP block: blocks calcium-induced mitochondrial swelling; 360,000 tested, 1.4% active; isolated mouse mitochondria, Ca2+ swelling absorbance, 30 min; inhibition, % at 10 µM;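 active = inhibition of 50% or more, scaled per plate between neutral and stimulator controls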;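 also: 0% = DMSO wells given calcium and 100% = 1 mM EGTA wells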
# A3G deaminase: APOBEC3G (human) deaminase inhibition; inhibition, % at 20 µM; recombinant A3G, ssDNA deamination FAM/TAMRA fluorescence; Q9HC16; AID 493012; 330,000 tested, 0.28% active;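 active = inhibition of at least 40% at 20 µM, with no more than 30% in the related APOBEC3A deaminase screen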;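 also: plate controls were DMSO wells with A3G for no effect and wells lacking A3G enzyme for full effect; some compounds called inactive have numbers as strong as hits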
# Target sequence (Q9HC16 whole entry, looked up): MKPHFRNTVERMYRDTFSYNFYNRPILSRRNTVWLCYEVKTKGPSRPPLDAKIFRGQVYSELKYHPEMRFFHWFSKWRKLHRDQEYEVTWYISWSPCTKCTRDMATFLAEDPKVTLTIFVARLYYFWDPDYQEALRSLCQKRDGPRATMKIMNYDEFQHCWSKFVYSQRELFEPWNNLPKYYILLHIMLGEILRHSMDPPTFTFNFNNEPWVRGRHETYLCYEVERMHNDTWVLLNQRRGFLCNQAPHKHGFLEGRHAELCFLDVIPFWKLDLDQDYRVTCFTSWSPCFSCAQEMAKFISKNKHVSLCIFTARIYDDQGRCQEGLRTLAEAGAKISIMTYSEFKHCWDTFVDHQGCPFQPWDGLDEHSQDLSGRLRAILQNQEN
# hIAP inh: human IAP inhibition; P09923; purified IAP, CDP-Star luminescence, 30 min; inhibition, % at 10 µM; 330,000 tested, 0.12% active; AID 2544;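 active = inhibition reaching a set limit with compound at 10 µM in the primary screen, cut at about 35% in these data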;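 also: plate controls were DMSO wells with enzyme for no effect and no-enzyme buffer wells for full effect; values of inactives mirror those of a sister screen read the other way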
# beta cell repl: inducers of beta-cell replication in MIN6 cells. MIN6 cells proliferation, ATPlite luminescence, 48 h; cells starved in 0.2% serum; 100% = growth in 10% serum. proliferation, % at 10 µM. 330,000 tested, 0.29% active. AID 2380;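 active = compounds whose signal lies at least 3.5 SD above the mean of all wells on their plate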;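 also: 0% = DMSO-treated cells in low-serum medium and 100% = 10% serum control; some compounds called inactive have numbers as strong as hits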
# mIAP block: blocks mouse intestinal alkaline phosphatase | 330,000 tested, 0.2% active | AID 2806 | inhibition, % at 10 µM | purified mouse IAP, CDP-Star luminescence, 30 min;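 active = inhibition of at least 40% at 10 µM in the primary screen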;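 also: plate controls were DMSO with enzyme for no effect and no enzyme wells for full effect; values of inactives mirror those of a sister screen read the other way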
# mIAP activ: mouse IAP activation; muIAP, CDP-Star luminescence, 30 min; active compounds read high; 1 = vehicle-only enzyme signal, 0 = enzyme-free wells; activation factor at 10 µM; 330,000 tested, 0.24% active;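 active = activation factor of at least 2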; also: the source names both 10 and 20 µM as test concentration; values of inactives mirror those of a sister screen read the other way
#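 Assay system: mouse IAP enzyme; reagent: chemiluminescent substrate CDP-Star; dosing: test compounds delivered from DMSO solution; schedule: 30 min at room temperature; measured by: luminescence from enzymatic CDP-Star hydrolysis; controls: DMSO-only wells and no-enzyme negative control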
# hIAP activ: human IAP activation; 330,000 tested, 0.16% active; purified human IAP, CDP-Star luminescence, 30 min; active compounds read high; 1 = vehicle-only enzyme, 0 = enzyme-free background; activation factor at 10 µM; AID 2524;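 active = activation factor of the enzyme at least 2-fold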; also: the source names both 10 and 20 µM as test concentration; values of inactives mirror those of a sister screen read the other way
# Starred values were filed as active, the others as inactive. This is a random part of the collection, and some 3.3% of all compounds hit somewhere here.
SMILES,APOBEC3A inh,ATG4B inhibitor,MPTP block,A3G deaminase,hIAP inh,beta cell repl,mIAP block,mIAP activ,hIAP activ
Cc1c(NC(=O)C2(c3ccccc3)CCCC2)c(=O)n(-c2ccccc2)n1C,-1,-2,-4.5,0,5,-2,-6,1.1,0.95
CN(Cc1ccccc1)C(=O)c1ccccc1C(=O)OCC(=O)N(Cc1ccccc1)C(C)(C)C,-1,-1,-0.4,-2,4,-6,4,0.96,0.96
COc1cc(CC(=O)Nc2cccc(C(F)(F)F)c2)cc(OC)c1OC,1,-2,6.1,-1,9,-2,-35,1.4,0.91
COc1ccc(/C=C(\NC(=O)c2ccc([N+](=O)[O-])cc2)C(=O)NCCN2CCOCC2)cc1,-1,-3,0.1,-3,-7,-6,-5,1.1,1.1
CCCCCCCCn1c(=O)c(C(=O)OCC)c(O)c2ccccc21,0,-5,3.2,-3,-71,-2,15,0.85,1.7
CS(=O)(=O)Nc1ccc(C(=O)Nc2ccccc2-c2ccccc2)cc1,2,-3,-0.8,5,12,-1,-13,1.1,0.88
O=C(NNS(=O)(=O)c1ccccc1)c1ccc(F)cc1,2,-4,0.0,-1,6,-4,5,0.95,0.94
CC1Sc2ccc(S(=O)(=O)NCCc3ccc(S(N)(=O)=O)cc3)cc2NC1=O (configuration not stated),-4,2,-0.8,6,11,1,-2,1,0.89
CN(CC(=O)Nc1ccc(Cl)c(Cl)c1)C(=O)C1CCCC1,-4,-7,-0.3,-4,-12,4,-7,1.1,1.1
O=S(=O)(CCc1nc2ccccc2s1)c1ccc(Cl)cc1,2,-7,3.0,-3,-11,-2,2,0.98,1.1

# Copied from the results shown for reference:
SMILES,APOBEC3A inh,ATG4B inhibitor,MPTP block,A3G deaminase,hIAP inh,beta cell repl,mIAP block,mIAP activ,hIAP activ
Cc1c(NC(=O)C2(c3ccccc3)CCCC2)c(=O)n(-c2ccccc2)n1C,-1,-2,-4.5,0,5,-2,-6,1.1,0.95
CN(Cc1ccccc1)C(=O)c1ccccc1C(=O)OCC(=O)N(Cc1ccccc1)C(C)(C)C,-1,-1,-0.4,-2,4,-6,4,0.96,0.96
COc1cc(CC(=O)Nc2cccc(C(F)(F)F)c2)cc(OC)c1OC,1,-2,6.1,-1,9,-2,-35,1.4,0.91
COc1ccc(/C=C(\NC(=O)c2ccc([N+](=O)[O-])cc2)C(=O)NCCN2CCOCC2)cc1,-1,-3,0.1,-3,-7,-6,-5,1.1,1.1

# Other records
SMILES,APOBEC3A inh,ATG4B inhibitor,MPTP block,A3G deaminase,hIAP inh,beta cell repl,mIAP block,mIAP activ,hIAP activ
CCN1CCC(NC(=O)Nc2cc(Cl)ccc2OC)CC1,2,4,-0.5,-1,1,0,7,0.93,0.99
CCC1CCCCN1CCCNC(=O)c1csc2c1CCCCC2 (configuration not stated),-6,2,-1.4,-5,-12,1,0,1,1.1
O=C(CN(Cc1ccccc1F)C(=O)Cn1nnc(-c2cccs2)n1)NC1CCCCC1,-3,-12,0.5,-4,0,-1,-17,1.2,1
Cc1c(NC(=O)Nc2ccc3c(c2)OCO3)c(=O)n(-c2ccccc2)n1C,0,6,-0.8,-3,2,-2,0,1,0.98
COc1ccc(C)cc1N(C(=O)COc1ccccc1)c1nc2ccccc2s1,2,-10,0.0,0,-2,-5,-4,1,1
COc1ccccc1C(=O)c1cc2ccc(O)cc2oc1=O,-1,-7,0.8,-8,4,-3,10,0.9,0.96
O=C(COC(=O)/C=C/c1ccc([N+](=O)[O-])cc1)Nc1ccc2[nH]c(=O)[nH]c2c1,11,9,-0.2,10,-24,-2,12,0.89,1.2
Cc1nnc(SCC(=O)N2CCN(c3ccccc3)CC2)n1-c1ccccc1,-16,-4,-6.7,-10,-4,4,-5,1,1
COC(=O)c1ccc(NC(=S)NCCc2ccc(OC)cc2)cc1,-7,-5,7.9,-8,-3,-5,-74,1.7,1
NC(=O)CSc1nnc(NC(=O)c2ccc3ccccc3c2)s1,-3,6,-1.4,-5,-27,-6,0,1,1.3

# Part of the list above, set out differently.
structure	APOBEC3A inh	ATG4B inhibitor	MPTP block	A3G deaminase	hIAP inh	beta cell repl	mIAP block	mIAP activ	hIAP activ
COc1ccccc1C(=O)c1cc2ccc(O)cc2oc1=O	-1	-7	0.8	-8	4	-3	10	0.9	0.96
O=C(COC(=O)/C=C/c1ccc([N+](=O)[O-])cc1)Nc1ccc2[nH]c(=O)[nH]c2c1	11	9	-0.2	10	-24	-2	12	0.89	1.2

# Next entries:
SMILES,APOBEC3A inh,ATG4B inhibitor,MPTP block,A3G deaminase,hIAP inh,beta cell repl,mIAP block,mIAP activ,hIAP activ
CCOC(=O)c1sc(NC(=O)CSc2nccn2C)nc1C,-7,-4,1.1,-11,-13,-1,4,0.96,1.1
C/C=C(/C)C(=O)OC1c2c(ccc3ccc(=O)oc23)OC(C)(C)C1OC(C)=O (configuration not stated),-1,-9,-1.2,0,3,1,3,0.97,0.97
CCN(CC)CCN(C(=O)c1cc2ccccc2cc1OC)c1nc2ccc(OC)cc2s1,-2,-2,-0.6,-1,2,-7,-1,1,0.98
COc1ccccc1N1CCN(C2CC(=O)N(c3ccccc3)C2=O)CC1 (configuration not stated),-5,3,-0.1,-6,-16,2,-1,1,1.2
CCn1c(=O)n(CC)c2cc(NC(=O)c3ccccc3Cl)ccc21,-1,2,-1.3,-9,-32,-2,-1,1,1.3
Cc1ccc(C#N)c(SCCN2CCCCC2)n1,-5,-16,-0.5,-10,16,2,0,1,0.84
O=C1ON=C(c2ccccc2)/C1=C/c1ccco1,24,4,2.7,5,0,-2,23,0.77,1
Cc1cc(C)nc(SCC(=O)Nc2ccc(Br)cn2)n1,-1,-6,0.6,-6,5,-2,-2,1,0.95
CCC(C)NC(=O)c1ccccc1NC(=O)/C(=C/c1ccc(OC)cc1)c1ccccc1 (configuration not stated),2,-2,0.2,2,2,-6,8,0.93,0.98
Cc1nc2nc(SCC(=O)NCCN3CCOCC3)nn2c(C)c1Cc1ccccc1,-2,-14,1.0,-4,-2,-3,13,0.87,1
CCn1c(SCC(=O)NC2CC2)nnc1-c1ccc(F)cc1,-3,3,-1.1,-7,-34,1,-9,1.1,1.3
Cc1ccnc(NC(c2ccsc2)c2ccc3ccc(C)nc3c2O)c1 (configuration not stated),-3,6,-1.3,-8,-34,-7,-21,1.2,1.3
COc1ccc(OC)c(NC(=O)C2CCCN(S(=O)(=O)c3cccc4nonc34)C2)c1 (configuration not stated),-4,-11,-0.5,-5,15,-3,-1,1,0.85
Cc1cc2ccccc2n1CCNC(=O)Cc1ccccc1,-3,-13,-0.1,-2,5,3,7,0.93,0.95
CSc1cccc(CN2CCC(CO)(Cc3ccccc3)CC2)c1,0,6,-0.4,-5,3,-2,3,0.97,0.97
O=C(O)CCCCCCCCCC(=O)c1cccs1,2,10,-2.2,-4,3,2,3,0.97,0.97
Cc1cc(Oc2ccc(-c3ccccc3)cc2)nc(N2CCOCC2)n1,-1,4,2.7,-4,1,-6,7,0.93,0.99
CCN(c1ccccc1)S(=O)(=O)c1ccc(Cl)c(NC(=O)Nc2ccc(Cl)cc2C#N)c1,-1,-14,3.1,-7,-3,0,33,0.67,1
CC(C)(C)NS(=O)(=O)c1ccc(NC(=O)CS(=O)(=O)Cc2ccccc2)cc1,2,-6,-1.0,3,-24,2,-9,1.1,1.2
COc1ccc(C2CC(=O)C3=C(C2)Nc2ncnn2C3c2ccccc2C)c(OC)c1 (configuration not stated),-4,-6,1.6,-5,8,-2,7,0.93,0.92

# 6 of the entries above in order of the A3G deaminase value, smallest number first:
Molecule	A3G deaminase
Cc1ccnc(NC(c2ccsc2)c2ccc3ccc(C)nc3c2O)c1 (configuration not stated)	-8
CCN(c1ccccc1)S(=O)(=O)c1ccc(Cl)c(NC(=O)Nc2ccc(Cl)cc2C#N)c1	-7
COc1ccc(OC)c(NC(=O)C2CCCN(S(=O)(=O)c3cccc4nonc34)C2)c1 (configuration not stated)	-5
Cc1cc(Oc2ccc(-c3ccccc3)cc2)nc(N2CCOCC2)n1	-4
Cc1cc2ccccc2n1CCNC(=O)Cc1ccccc1	-2
CC(C)(C)NS(=O)(=O)c1ccc(NC(=O)CS(=O)(=O)Cc2ccccc2)cc1	3

# The listing continues.
SMILES,APOBEC3A inh,ATG4B inhibitor,MPTP block,A3G deaminase,hIAP inh,beta cell repl,mIAP block,mIAP activ,hIAP activ
COc1cc(Br)c(CN2CCCN(C)CC2)cc1OC,-1,-2,0.6,-2,-40,0,-9,1.1,1.4
NC1=NC(c2ccc(F)cc2)n2c(nc3ccccc32)N1 (configuration not stated),-4,-2,1.5,-9,-5,-2,3,0.97,1.1
COc1ccc2c(c1)c(CC(=O)Nc1cccc(S(N)(=O)=O)c1)c(C)n2C(=O)c1ccc(Cl)cc1,-5,-2,7.4,-7,-2,-6,2,0.98,1
C[C@H](CO)N1C[C@H](C)[C@@H](CN(C)S(=O)(=O)c2cccs2)Oc2c(NC(=O)NC3CCCCC3)cccc2C1=O,-4,-3,2.4,-3,-6,2,-7,1.1,1.1
COc1cc(S(=O)(=O)Nc2cccc(C(=O)O)c2)c(OC)cc1Cl,-4,-9,-0.6,-7,11,-1,3,0.97,0.89
Cn1cnc2cc(NCc3cccs3)ccc21,5,-1,0.7,-1,-4,-2,-8,1.1,1
CCCc1ccc(-c2cc(C(=O)N/N=C/c3ccc([N+](=O)[O-])o3)c3ccccc3n2)cc1,0,-9,-1.5,-3,-4,-3,26,0.74,1
Nn1c(C2CCC2)nc2ccccc2c1=O,-3,11,-0.4,-2,10,-2,0,1,0.91
COc1ccccc1NC(=O)/C(=C\c1cccnc1)NC(=O)c1ccc(C)cc1,2,9,0.3,-3,1,0,3,0.97,0.99
O=C(Cn1c(=O)oc2cc(S(=O)(=O)N3CCCC3)ccc21)NC1CCCc2ccccc21 (configuration not stated),-1,-6,-0.9,-9,-16,-1,-30,1.3,1.2
Cc1ccc(-c2csc3ncnc(SCC(=O)O)c23)cc1,1,-2,1.8,-4,-4,2,11,0.89,1
CCc1nnc(NC(=O)C2Cc3ccccc3CN2S(=O)(=O)CC)s1 (configuration not stated),-3,-8,-0.7,-2,-8,-1,-6,1.1,1.1
O=C(O)c1cccc(-c2ccc(/C=c3/sc4nc5ccccc5n4c3=O)o2)c1,97,8,3.2,68,16,-3,33,0.67,0.83
CCCS(=O)(=O)N1CCCC(c2nc(-c3ccc(OC)cc3)no2)C1 (configuration not stated),-2,-6,4.9,-3,-3,-3,7,0.93,1
O=C(NCCN1CCc2ccccc2C1)Nc1ccc(F)cc1,1,-8,-1.0,-6,13,-4,-10,1.1,0.87
CN(Cc1ccc2ccccc2c1)C(=O)c1ccc(C(F)(F)F)cc1,-4,-14,1.2,-6,-18,-3,-2,1,1.2
COc1ccccc1NC(=O)Cn1nnc(-c2ccccc2NS(=O)(=O)c2ccccc2)n1,1,-8,48,0,-21,-4,-1,1,1.2
CC(=O)N=C1SC2CS(=O)(=O)CC2N1c1ccccc1Cl (configuration not stated),1,1,0.9,-1,1,-2,1,0.99,0.99
O=C(CCS(=O)(=O)c1ccccc1)Nc1ccccc1F,2,-4,0.3,-5,-8,1,2,0.98,1.1
CCCOC(=O)Cn1cnc2scc(-c3ccc(C)cc3)c2c1=O,-1,2,0.3,-6,0,-2,-3,1,1
CC12C=CC3(O1)C(C(=O)N1CCCOC13)C2C(=O)O (configuration not stated),-4,-8,0.0,-9,-10,-2,-6,1.1,1.1
Cc1ccc(C(=O)NN(CCC(=O)NC(C)(C)C)C2=NS(=O)(=O)c3ccccc32)cc1,2,-8,0.1,-1,-7,4,-1,1,1.1
